# LEDGF integ inh: blocks HIV-1 LEDGF/p75-dependent DNA integration | TR-FRET IN-LEDGF/p75 DNA integration, Eu/Cy5 | inhibition, % at 3.7 µM | 370,000 compounds, 0.64% hits | AID 743269;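 active = inhibition above the screen-wide mean plus 3 SD, cut at about 13% in these data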;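 note: signal is the Cy5 over europium emission ratio at 671 and 618 nm; 0% = plate median of compound wells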
# PRMT1 FP inh: blocks human protein arginine methyltransferase 1 | Q99873 | 370,000 compounds, 1.3% hits | AID 652257 | inhibition, % at 2.79 µM | recombinant PRMT1, activity-based probe fluorescence polarization;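 active = inhibition above about 21% made by adding two undisclosed values, limit read from the data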
# Target sequence (Q99873 whole entry, looked up): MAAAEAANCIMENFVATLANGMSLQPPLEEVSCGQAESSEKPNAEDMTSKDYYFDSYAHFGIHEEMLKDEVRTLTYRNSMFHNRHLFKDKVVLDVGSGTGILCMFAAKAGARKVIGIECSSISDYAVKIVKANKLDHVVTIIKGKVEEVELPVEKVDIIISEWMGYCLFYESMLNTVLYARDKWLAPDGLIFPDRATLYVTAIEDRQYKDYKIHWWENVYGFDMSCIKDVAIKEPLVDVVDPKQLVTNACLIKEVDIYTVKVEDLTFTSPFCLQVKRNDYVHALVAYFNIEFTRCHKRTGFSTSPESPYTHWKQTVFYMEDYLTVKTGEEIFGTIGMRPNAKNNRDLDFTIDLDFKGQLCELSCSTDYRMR
# TCR CD3 inh: blocks the human TCR-CD3 interaction; TAMRA-labeled TCR probe fluorescence, biochemical; inhibition, % at 9.4 µM; 360,000 compounds, 0.37% hits; AID 651800; in the data active = inhibition above about 19%;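 note: recombinant mutant TCR 2C K166C tagged with TAMRA read by polarization; 0% = receptor in buffer alone and 100% = receptor with positive control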
# UHRF1 MBD2 ctr: human UHRF1 methylated DNA binding inhibitors; Q96T88; UHRF1 binding to methylated oligo, TR-FRET; inhibition, % at 4.4 µM; 370,000 compounds, 0.75% hits; in the data active = inhibition above about 21%;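 note: UHRF1 SRA domain binding a hemimethylated CpG hairpin DNA probe; 0% = median of test compound wells and 100% = reference inhibitor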
# proKLK7 act: activators of human kallikrein-7 zymogen. P49862. purified proKLK7, EDANS-DABCYL substrate fluorescence; 100% is mature enzyme control, 0% vehicle. activation, % at 7 µM. 370,000 compounds, 0.9% hits. AID 652039;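 active = activation above the mean of all tested compounds plus 3 SD, computed per campaign excluding outliers beyond control limits, cut at about 13% in these data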
# Target sequence (P49862 whole entry, looked up): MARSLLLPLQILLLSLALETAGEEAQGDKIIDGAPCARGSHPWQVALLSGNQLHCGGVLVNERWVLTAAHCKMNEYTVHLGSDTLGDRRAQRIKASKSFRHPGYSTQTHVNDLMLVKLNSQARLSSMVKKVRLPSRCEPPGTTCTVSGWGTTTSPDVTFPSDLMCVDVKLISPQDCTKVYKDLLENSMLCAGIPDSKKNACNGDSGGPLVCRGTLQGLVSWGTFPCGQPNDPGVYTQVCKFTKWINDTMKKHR
# SIAE primary: human SIAE inhibition, primary screen; Q9HAT2; SIAE FP-Rh probe binding, fluorescence polarization; inhibition, % at 9.66 µM; 370,000 compounds, 0.69% hits; AID 1053197;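 active = inhibition above a cutoff: mean of compounds within the control limits plus 3 SD of those, cut at about 17% in these data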;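 note: 0% = plate median of compound wells and 100% = probe without SIAE protein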
# DDE Tn6 FP inh: disrupts Tn6 cyclic peptide binding to fibrin D-Dimer-E complex | inhibition, % at 8.3 µM | 370,000 compounds, 0.21% hits | P02675 | Fibrin DD(E) TRITC-Tn6 fluorescence polarization displacement;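 active = inhibition above a per-campaign cutoff: mean of compounds within control limits plus 3 SD, cut at about 15% in these data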;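 note: 0% = median of all compound wells on the plate and 100% = blocking peptide control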
# MBD2 DNA inh: MBD2-methylated oligo binding inhibition; Q9UBB5; TR-FRET, MBD2 binding to methylated oligonucleotide; inhibition, % at 4.4 µM; 370,000 compounds, 0.31% hits; AID 686964; in the data active = inhibition above about 13%
# Tn7 DDE FP: inhibitors of Tn7 peptide binding to human fibrin DD(E). inhibition, % at 8.3 µM. FP displacement of FITC-Tn7 peptide from fibrin DD(E); 0% = median of compound wells per plate. P02675. 370,000 compounds, 0.13% hits;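 active = inhibition above the mean of compounds falling within the control limits plus 3 SD of them, cut at about 14% in these data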;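 note: 0% = plate median of compound wells and 100% = 10 µM Aha-Tn7 peptide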
#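 Assay system: human fibrin DD(E) protein / Input: 2 µM fibrin DD(E) / Benchmarks: high control of 10 µM Aha-Tn7 peptide / Measured by: fluorescence polarization of the labelled Tn7 tracer / Medium: Tris buffer with calcium and detergent, pH 7.8 / Timing: 10 min compound pre-incubation, 3 h probe incubation at room temperature / Repeats: one replicate per compound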
# TDP2 inh: TDP2 (human) inhibition, absorbance primary screen | inhibition, % at 12.8 µM | AID 720702 | 370,000 compounds, 0.34% hits | recombinant TDP2, T5PNP hydrolysis, p-nitrophenol absorbance 415 nm | O95551;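 active = inhibition above the mean of all tested compounds plus 3 SD, set per campaign, cut at about 25% in these data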;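 note: 0% = DMSO with enzyme and 100% = buffer with substrate but no TDP2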
# Target sequence (O95551 whole entry, looked up): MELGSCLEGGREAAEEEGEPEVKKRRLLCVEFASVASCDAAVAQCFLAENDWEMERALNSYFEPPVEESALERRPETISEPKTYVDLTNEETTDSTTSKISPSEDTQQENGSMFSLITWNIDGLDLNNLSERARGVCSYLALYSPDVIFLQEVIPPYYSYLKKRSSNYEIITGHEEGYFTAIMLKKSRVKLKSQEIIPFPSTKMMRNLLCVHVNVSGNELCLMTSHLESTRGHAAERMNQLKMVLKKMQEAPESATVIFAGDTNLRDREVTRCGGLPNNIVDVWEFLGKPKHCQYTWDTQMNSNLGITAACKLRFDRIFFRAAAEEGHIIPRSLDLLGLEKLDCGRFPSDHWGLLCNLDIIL
#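 Test system: human TDP2 enzyme; Input: 120 nM TDP2 per well; Buffer or medium: Mg2+-containing Tris-HCl buffer, pH 7.5; Reagent: 5 mM T5PNP; Dosing: 12.8 µM single point, 1% DMSO; Incubation: reaction 2 h, 37 °C; Detection: p-Nitrophenol epi absorbance; Read-out: % inhibition relative to enzyme-containing and enzyme-free wells; Replicates: single well per compound.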
# Starred values were filed as active, the others as inactive; · = no result given.
canonical_smiles	LEDGF integ inh	PRMT1 FP inh	TCR CD3 inh	UHRF1 MBD2 ctr	proKLK7 act	SIAE primary	DDE Tn6 FP inh	MBD2 DNA inh	Tn7 DDE FP	TDP2 inh
Fc1ccc(C(CCNCc2cccs2)c2ccco2)cc1 (stereo not drawn)	0	-1	2	3	-0.2	-1	2	0	7	-11
Cc1c(NS(=O)(=O)c2cccs2)cccc1-c1nc2cccnc2s1	1	5	-5	5	0.0	-9	6	5	-1	-6
CC(NC(=O)NC(=O)c1ccc(F)cc1)C1CC1 (stereo not drawn)	-6	2	0	3	-1.1	-2	6	-3	1	3
CN(Cc1ccccc1)C(=O)c1nc2ccccn2c1CN1CCc2sccc2C1	-9	3	-6	2	-0.5	-5	-4	4	3	0
COc1ccc(C(=O)CSc2nnc(NC(=O)C3CC(=O)N(c4ccccc4)C3)s2)cc1 (stereo not drawn)	2	1	-1	4	-0.3	-10	-1	-4	1	3
C[C@H](Nc1ncnc2sc3c(c12)CCC3)C(=O)O	0	0	-4	2	0.8	2	1	6	6	8
CCNC(=O)c1ccccc1NC(=O)C1CC(=O)N(C(C)C)C1 (stereo not drawn)	-1	0	-3	2	0.2	-1	1	6	2	2
CCOC(=O)N(Cc1ccccc1)C1CC1	-4	1	6	0	-0.8	-3	2	-5	0	-2
CCOC(=O)Cn1ccc(NC(=O)COc2ccc(F)cc2F)n1	0	-2	-1	-2	0.0	1	-1	-4	3	19
CCOc1ccc(NC(=O)COc2nsnc2N2CCOCC2)cc1	2	-2	-8	4	-1.0	4	-3	0	-2	-14
CCc1ccccc1NC(=O)CNC(=O)CSC(=S)N1CCCC1	-1	4	-8	-1	-0.2	8	-1	1	-7	-5
Cc1n[nH]c(=S)n(/N=C/c2cccc([N+](=O)[O-])c2)c1=O	3	-3	-2	-1	0.2	1	7	1	0	5
CC1CCc2sc(C(=O)Nc3nnc(SCc4ccc(F)cc4)s3)cc2C1 (stereo not drawn)	0	0	1	2	-0.1	1	-10	-8	-5	-12
CCOC(=O)C1CCCN(C(=O)CSc2nnc3nc(C)cc(C)n23)C1 (stereo not drawn)	3	0	-2	0	2.8	-3	-6	0	-8	-5
O=C(NCC1CCCO1)c1ccc(Oc2ccc([N+](=O)[O-])cc2)cc1 (stereo not drawn)	-1	-1	7	2	-0.7	-1	4	-3	-1	2
COc1cccc(OCC(=O)NCC2CCCO2)c1 (stereo not drawn)	1	-2	-3	-1	-1.3	-6	0	1	-4	-6
CCOC(=O)C1(C(=O)OCC)COC(=O)C2(CC)OC21 (stereo not drawn)	-4	4	-4	1	-0.1	2	8	-1	0	-13
O=C(NCCOc1ccccc1)c1n[nH]c(=O)c2ccccc12	1	2	-1	0	-0.1	1	-5	12	6	-6
CC1CC1C(=O)Nc1nc2ccc(Cl)cc2s1 (stereo not drawn)	1	-5	3	-4	0.0	-3	6	-2	-6	-2
O=C(O)c1ccc2c(c1)C(=O)N(c1ncccn1)C2=O	3	2	0	15	-0.4	1	8	8	-1	-3
CC(C)Sc1nc(NCc2ccco2)c2c3c(sc2n1)COC(C)(C)C3	4	8	4	0	0.0	-5	-2	-3	-1	-6
Cc1cc(C(=O)CSc2nn3c(=O)c(C(C)(C)C)nnc3s2)c(C)n1C	-1	1	8	3	-0.1	0	1	3	4	-4
CCC(C)[C@@H]1NC(=O)N(CCCN2CCCC2=O)C1=O (stereo partly drawn)	2	-2	7	0	-0.6	-6	7	-2	2	-10
O=C(CN1CCSC1=O)N1CCN(S(=O)(=O)c2ccc(F)cc2)CC1	-3	-3	6	1	0.1	-1	8	1	-2	11
CCC(=O)Nc1ccc(NC(=O)c2oc3ccccc3c2C)cc1	8	-4	-6	0	-0.5	4	-1	-5	0	-2
COc1cccc(C(=O)NNC(=O)Cc2ccc([N+](=O)[O-])cc2)c1	-6	5	-1	3	0.1	-4	2	-4	5	-1
COc1ccc(C(C(N)=O)c2ncc(C(F)(F)F)cc2Cl)cc1 (stereo not drawn)	-7	3	-6	1	-0.1	-3	4	1	-3	0
O=C(c1ccco1)N1CCN(Cc2nc3ccccc3[nH]2)CC1	2	6	0	-1	-0.2	6	0	1	-3	7
CC(C)(C)CN1CCNC(=O)C1CC(=O)NCCc1ccccc1C(F)(F)F (stereo not drawn)	-1	3	-3	-1	0.1	-2	8	-4	7	3
Cc1nc(SCC(=O)Nc2cc(C)on2)c2c3c(sc2n1)CCCC3	2	0	1	0	-0.3	-1	-8	5	-9	-5
O=C(Nc1ncc(S(=O)(=O)c2ccc([N+](=O)[O-])cc2)s1)c1ccc2ccccc2c1	1	-3	5	-2	0.8	5	2	-2	-1	10
CSc1nccc(-c2c(-c3ccc(Cl)cc3)noc2C)n1	5	2	0	0	-0.2	2	-1	-6	-1	3

# Of the compounds above, these contain a tert-butyl group.
canonical_smiles	LEDGF integ inh	PRMT1 FP inh	TCR CD3 inh	UHRF1 MBD2 ctr	proKLK7 act	SIAE primary	DDE Tn6 FP inh	MBD2 DNA inh	Tn7 DDE FP	TDP2 inh
Cc1cc(C(=O)CSc2nn3c(=O)c(C(C)(C)C)nnc3s2)c(C)n1C	-1	1	8	3	-0.1	0	1	3	4	-4
CC(C)(C)CN1CCNC(=O)C1CC(=O)NCCc1ccccc1C(F)(F)F (stereo not drawn)	-1	3	-3	-1	0.1	-2	8	-4	7	3

# Continuation.
canonical_smiles	LEDGF integ inh	PRMT1 FP inh	TCR CD3 inh	UHRF1 MBD2 ctr	proKLK7 act	SIAE primary	DDE Tn6 FP inh	MBD2 DNA inh	Tn7 DDE FP	TDP2 inh
COc1ccc(N/C(C)=C/C(=O)c2ccccc2)cc1	-1	-5	4	-1	0.3	4	0	-5	-4	-5
N#C/C(=C\C1=C(N2CCOCC2)C(=C/c2cccc([N+](=O)[O-])c2)/CC1)C(=O)Nc1ccccc1F	5	1	-6	-2	0.0	-7	-6	-2	0	-2
COCCOCCOCCC(=O)NC1CC2CCC1(C)C2(C)C (stereo not drawn)	-4	2	6	0	-0.1	-4	3	5	3	0
O=C(CCc1ccccc1)Nc1ccc(N2CCCCC2)cc1	-3	0	0	-1	0.8	-2	4	-3	1	7
COC(=O)[C@@H](Cc1c[nH]c2ccccc12)NCc1ccc(B(O)O)cc1	1	-2	7	1	0.1	6	1	0	5	12
O=C(CSc1nnc(-c2ccccn2)n1-c1ccccc1)c1ccc(F)cc1	3	2	·	1	-0.1	1	6	2	4	5
O=C(Nc1cc(C(F)(F)F)ccc1N1CCOCC1)c1n[nH]c(=O)c2ccccc12	-1	-2	0	1	-0.2	-3	6	-3	-3	-11
COc1ccc(C2CC(c3cccs3)=NN2C(=O)CCC(=O)O)cc1 (stereo not drawn)	8	-3	-14	6	2.0	-1	-3	-4	-7	-16
O=S(=O)(Nc1nc2ccccc2nc1Nc1cccc(S(=O)(=O)N2CCCCC2)c1)c1ccccc1	-1	0	-2	1	-0.2	9	6	3	0	4
COc1ccccc1NC(=S)N1CCN(Cc2ccc3c(c2)OCO3)CC1	-2	-1	-4	8	0.4	3	-5	5	2	6
Cc1cc(C)cc(Oc2nc3c(C)cccn3c(=O)c2/C=C(\C#N)C(=O)NC2CCS(=O)(=O)C2)c1 (stereo not drawn)	0	1	-5	0	7.3	4	3	0	5	-2
Cc1noc(C)c1CSCC(=O)Nc1nc2ccccc2s1	-1	-4	7	-2	-0.6	-4	-3	-6	2	-6
Cc1cccc(OCC(=O)Nc2cccc(O)c2)c1	0	-1	6	-2	-0.2	5	6	-3	2	10
Cc1ccc(N(C)C2=NC(=O)CS2)cc1Cl	1	-1	-1	-2	0.5	-2	-3	1	1	5
CCCCCn1c(CNC(=O)CCC)nc2ccccc21	-4	3	-4	2	-0.6	-2	-7	2	-3	-4
C[C@H](CO)N1C[C@H](C)[C@@H](CN(C)C(=O)Nc2ccc(C(F)(F)F)cc2)Oc2c(NC(=O)c3ccncc3)cccc2C1=O	-2	1	8	-4	0.5	3	8	-9	0	0
COc1cccc(-c2ccc(NC(=O)C3CCCN(CCCn4cccn4)C3)cc2)c1 (stereo not drawn)	-4	-2	1	1	0.5	1	-2	-1	0	3
CCN(CC)CCOC(c1ccccc1)c1ccc(C)cc1 (stereo not drawn)	0	0	5	0	0.1	4	-2	-1	3	10
C[C@@H]1CN([C@@H](C)CO)C(=O)c2cc(C#Cc3cccc(F)c3)cnc2O[C@H]1CN(C)C(=O)C1CCCCC1	5	-3	7	-2	-0.1	-1	-3	5	2	1
CSc1ccccc1NC(=O)CSc1nnc(CNC(=O)c2ccccc2F)n1C	-1	-6	-1	-1	0.1	5	-3	-1	6	13
CCCCOCCCNC(=O)CN1C(=O)c2ccccc2C1=O	-1	2	2	4	-0.9	-4	-4	7	7	-3
CC(C)CC(C(=O)Nc1oc(-c2ccco2)c(-c2ccco2)c1C#N)N1C(=O)c2ccccc2C1=O (stereo not drawn)	17*	25*	-4	-1	1.8	-8	-2	4	2	1
O=C(NCc1cccs1)C1CC(c2ccc(F)cc2)=NO1 (stereo not drawn)	1	3	0	1	-0.3	2	2	2	5	0
CC(C)=CCn1c2ccc(NC(=O)Nc3ccc(N(C)C)cc3)cc2c(=O)n1C	-8	10	-9	-1	14*	6	-4	-1	-1	6
CC(=O)c1cccc(S(=O)(=O)Nc2c(C)nn(C)c2C)c1	4	16	7	0	0.2	-6	-6	-10	1	-22
COCCC(=O)Nc1ccc2c(c1)CN(C(=O)CCOC)CC2	-1	-2	-1	-2	0.2	0	-4	-3	6	-1
O=C1COc2ccc(C(=O)COc3ccc(Cl)cc3Br)cc2N1	-2	-1	-2	-1	-0.6	-8	-2	-4	8	6
COc1ccc(NC(=O)CNc2cccc(C#N)c2)cc1Cl	1	0	8	-1	-0.5	-7	0	-5	-5	-1
Cc1ccc(NC(=O)C2CCC(N3C(=O)C4CCCCC4C3=O)CC2)cc1 (stereo not drawn)	4	-6	5	-2	-0.2	9	-4	-1	-4	22
S=C(NCCc1c[nH]c2ccccc12)NC1CCCC1	-3	1	5	-1	-0.3	-1	11	-3	4	1
Cc1ccc(C)c(NC(=S)NC2CC3CCC(C2)N3Cc2ccco2)c1 (stereo not drawn)	-7	-4	13	1	-0.3	5	-3	1	-4	-5
CN(C)CCCNc1oc(-c2ccc(Cl)cc2)nc1S(=O)(=O)c1ccccc1	4	0	-3	-1	-0.8	-10	3	-5	-5	-17
CC(C)(C)c1ccc(CSc2nnc(-c3ccccn3)n2Cc2ccco2)cc1	1	8	-2	2	0.6	-6	-3	-2	-7	-12
CC(=O)N1CCc2cc(S(=O)(=O)NC(C)c3ccccc3)ccc21 (stereo not drawn)	3	0	7	2	-0.9	-2	-4	-1	-4	-8
